aSyn 5UTR inh: MLPCN primary screen, SNCA 5' untranslated region; alpha-synuclein 5'UTR reporter, inhibitor activity; inhibition, % (tested at 7.5 µM); hit rate 0.82% among 300,000; in the data active = inhibition above about 60%;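 also: H4 neuroglioblastoma cells stably carrying SNCA 5'UTR luciferase fusion; 0% = DMSO wells and 100% = positive control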
Platelet DG rel: platelet dense granule release activity. human platelet-rich plasma, SFLLRN dense granule ATP release, luminescence. inhibition, %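 (compounds screened at 7.5 µM in platelet-rich plasma)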. hit rate 0.22% among 300,000. AID 1663;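 active = mean replicate score, as percent of positive control, at or above 50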
HSF1 inhib: HSF1 inhibition; NIH3T3-HGL HSE-luciferase, MG132-induced, luminescence 8 h; hits give low values; activity change, negative = inhibition, % at 7.5 µM (by protocol); hit rate 0.77% among 300,000; AID 2098;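 active = more than half of replicate wells show activity change below -50%, luminescence cut by over half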;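 also: luciferase reports HSF-1 transcriptional activity via heat shock element; 0% = median of DMSO wells and -100% = zero luminescence signal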
DYRK1A inh: blocks rat Dyrk1A kinase activity; Q63470; ADP-Glo luminescence, NFATc1 peptide; inhibition, % at 12.5 µM; hit rate 0.43% among 310,000; AID 504441; in the data active = inhibition above about 50%;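 also: plate controls were vehicle with enzyme for no effect and no enzyme for full effect; many of its hits are not listed in these tables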
IEC-6 cytotox: IEC-6 cytotoxicity, counter-screen for KLF5 inhibitors; luminescence viability; inhibition, % at 5 µM; hit rate 0.78% among 290,000; in the data active = inhibition above about 22%;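 also: 0% = plate median of test compound wells and 100% = cytotoxic reference compound wells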
HSF-1 act: increases HSF-1 driven luciferase reporter signal | AID 504408 | NIH3T3-HGL HSF-1 luciferase reporter, MG132, 8 h; 100% = twice DMSO control signal | activation, % at 9 µM | hit rate 1.7% among 300,000;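 active = mean replicate activation of at least 50% with a set share of replicates each reaching 50%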;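 also: 0% = median of the neutral control wells and 100% = twice that signal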
GSK3beta inhib: human GSK3beta kinase inhibition. activity score (negative = inhibition), % at 10 µM. AID 2097. hit rate 0.038% among 300,000. GST-GSK3beta kinase, ADP-Glo luminescence, 60 min; hits give low values;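 active = more than half of replicate wells score below -50%, meaning over 50% inhibition versus plate controls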;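 also: 0% = median DMSO wells and -100% = median GW8510 positive control wells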
Target sequence (P49841 whole entry, looked up): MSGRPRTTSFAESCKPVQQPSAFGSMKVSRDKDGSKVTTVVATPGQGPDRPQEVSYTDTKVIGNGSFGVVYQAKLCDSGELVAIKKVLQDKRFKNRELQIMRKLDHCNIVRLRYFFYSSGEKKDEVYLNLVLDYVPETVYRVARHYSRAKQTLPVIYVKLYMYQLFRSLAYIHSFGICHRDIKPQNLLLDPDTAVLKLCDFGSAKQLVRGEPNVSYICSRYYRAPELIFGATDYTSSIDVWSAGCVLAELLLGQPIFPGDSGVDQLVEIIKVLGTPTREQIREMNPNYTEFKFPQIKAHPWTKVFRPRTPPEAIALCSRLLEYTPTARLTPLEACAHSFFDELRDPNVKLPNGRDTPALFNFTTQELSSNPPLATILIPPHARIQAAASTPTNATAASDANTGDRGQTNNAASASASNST
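test system = GST-tagged human GSK3beta kinase, cell-free | reagent = 25 µM ATP with peptide substrate | dosing = one dose of 10 µM per compound | schedule = 60 min reaction, RT | detection = luminescent ADP-Glo measurement of ADP formed | control set = DMSO neutral wells and GW8510 at 20 µM as positive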
GSK3 alpha inh: human GSK-3 alpha kinase inhibition | ADP-Glo luminescence, 60 min | inhibition, % at 10 µM | hit rate 0.1% among 320,000 | P49840 | AID 2650;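 in the data active = inhibition above about 50%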;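 also: GST-tagged GSK-3 alpha with peptide substrate and 25 µM ATP; 0% = DMSO neutral wells and 100% = GW8510 positive control wells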
Target sequence (P49840 whole entry, looked up): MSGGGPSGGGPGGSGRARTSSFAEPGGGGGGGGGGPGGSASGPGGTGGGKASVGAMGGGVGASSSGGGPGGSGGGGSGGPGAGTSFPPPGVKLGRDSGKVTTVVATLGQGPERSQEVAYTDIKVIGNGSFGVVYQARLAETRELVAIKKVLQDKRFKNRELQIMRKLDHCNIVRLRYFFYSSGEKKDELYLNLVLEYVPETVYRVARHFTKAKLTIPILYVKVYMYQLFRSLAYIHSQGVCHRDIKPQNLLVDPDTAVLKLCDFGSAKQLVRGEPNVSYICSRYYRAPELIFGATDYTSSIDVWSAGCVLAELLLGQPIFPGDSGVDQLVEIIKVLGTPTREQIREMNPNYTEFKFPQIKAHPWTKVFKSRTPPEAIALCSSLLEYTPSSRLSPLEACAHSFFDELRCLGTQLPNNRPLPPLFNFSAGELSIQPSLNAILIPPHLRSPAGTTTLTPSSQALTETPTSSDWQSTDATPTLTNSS
HSP90 refold inh: HSP90 refolding inhibition in rabbit reticulocyte lysate; hit rate 0.91% among 290,000; luciferase refolding luminescence, 3 h; AID 1789; inhibition, % at 5.6 µM;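 active = inhibition above the screen-wide mean plus 3 SD, computed separately per campaign, cut at about 16% in these data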;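 also: 0% = DMSO wells and 100% = 60 µM geldanamycin wells; inhibitors lower the luminescence because luciferase stays unfolded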
KLF5 inhibitor: inhibitors of KLF5 expression | DLD-1 KLF5 promoter-luciferase reporter, luminescence | AID 1700 | hit rate 0.23% among 290,000 | inhibition, % at 5 µM;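 active = inhibition above a per-plate limit of that plate's mean compound inhibition plus 3 SD, cut at about 60% in these data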;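 also: 0% = DMSO wells and 100% = LY294002 at 200 µM; higher means less KLF5 promoter-driven luciferase light; inactives centre near -14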
Active calls of the source: *.

How did CC1CCC(n2c(=S)[nH]c3ccccc3c2=O)CC1 (stereo not drawn) do in these assays?
aSyn 5UTR inh: 52; Platelet DG rel: -3; DYRK1A inh: 1; IEC-6 cytotox: 5; GSK3beta inhib: 0; GSK3 alpha inh: 0; HSP90 refold inh: -1; KLF5 inhibitor: -34

Results for COc1cc2c(cc1O)[C@@H]1Cc3cc(O)c(OC)cc3[C@H](C2)N1C ?
aSyn 5UTR inh: 3; Platelet DG rel: -1; HSF1 inhib: -11; DYRK1A inh: 5; HSF-1 act: -3; GSK3beta inhib: 2; GSK3 alpha inh: -3

How did O=C(Nc1cnccn1)Nc1cccc(Cl)c1Cl do in these assays?
aSyn 5UTR inh: -22; Platelet DG rel: 9; HSF1 inhib: 8; DYRK1A inh: 1; IEC-6 cytotox: -1; HSF-1 act: 14; GSK3beta inhib: -2; GSK3 alpha inh: -2; HSP90 refold inh: -3; KLF5 inhibitor: -5

What do the screens show for `Cc1cc(C(=O)OCC(=O)c2ccc(Br)s2)c(C)o1`?
aSyn 5UTR inh: 1; Platelet DG rel: -8; HSF1 inhib: 10; IEC-6 cytotox: -3; HSF-1 act: 15; GSK3beta inhib: 1; GSK3 alpha inh: -3; HSP90 refold inh: -2; KLF5 inhibitor: -34

Results for CCN(CC(=O)Nc1cccc(OC)c1)C(=O)c1cnc(Cl)c(Cl)c1 ?
aSyn 5UTR inh: -45; Platelet DG rel: 2; HSF1 inhib: 0; DYRK1A inh: -1; IEC-6 cytotox: -5; HSF-1 act: -7; GSK3beta inhib: 1; GSK3 alpha inh: -1; HSP90 refold inh: -5; KLF5 inhibitor: 0

How did Cc1nnsc1C(=O)Nc1ccc(S(=O)(=O)N2CCCCC2)cc1 do in these assays?
aSyn 5UTR inh: -1; Platelet DG rel: -1; HSF1 inhib: -11; DYRK1A inh: -2; IEC-6 cytotox: -4; HSF-1 act: -32; GSK3beta inhib: 1; GSK3 alpha inh: 2; HSP90 refold inh: -4; KLF5 inhibitor: -20

How did O=C(NCCc1ccccc1)c1ccc2c(=O)[nH]c3c(C(=O)NCC4CCCO4)sc(=S)n3c2c1 (stereo not drawn) do in these assays?
aSyn 5UTR inh: 6; Platelet DG rel: 23; HSF1 inhib: 12; DYRK1A inh: -3; IEC-6 cytotox: -5; HSF-1 act: 15; GSK3beta inhib: 2; GSK3 alpha inh: -3; HSP90 refold inh: -6; KLF5 inhibitor: -37

Results for O=C(Nc1ccc(F)cc1)Nn1cnnc1 ?
aSyn 5UTR inh: -14; Platelet DG rel: -2; HSF1 inhib: -8; DYRK1A inh: 4; IEC-6 cytotox: 3; HSF-1 act: 4; GSK3beta inhib: 0; GSK3 alpha inh: -1; HSP90 refold inh: -3; KLF5 inhibitor: -27

What do the screens show for `O=C(O)c1cccc(NC(=O)c2ccc3c(c2)C(=O)N(C2CCCCC2)C3=O)c1`?
aSyn 5UTR inh: -36; Platelet DG rel: -2; HSF1 inhib: -6; DYRK1A inh: -4; IEC-6 cytotox: -9; HSF-1 act: -4; GSK3beta inhib: -1; GSK3 alpha inh: -1; HSP90 refold inh: 9; KLF5 inhibitor: -129

Results for CCCc1cc(-c2n[nH]c(=S)n2CC(C)C)cs1 ?
aSyn 5UTR inh: -24; Platelet DG rel: -9; HSF1 inhib: 3; DYRK1A inh: -5; IEC-6 cytotox: -3; HSF-1 act: -8; GSK3beta inhib: -3; GSK3 alpha inh: 1; HSP90 refold inh: -1; KLF5 inhibitor: 8

How did O=C(NC1CC1)c1ccc2c(c1)N(Cc1ccccc1)CCS2 do in these assays?
aSyn 5UTR inh: -25; Platelet DG rel: 6; HSF1 inhib: 14; DYRK1A inh: -1; IEC-6 cytotox: 5; HSF-1 act: 6; GSK3beta inhib: -2; GSK3 alpha inh: -2; HSP90 refold inh: 0; KLF5 inhibitor: 10

What do the screens show for `CCn1nc(C)c(NC(=O)CCSc2nc(-c3ccco3)cc(C(F)(F)F)n2)c1C`?
aSyn 5UTR inh: -3; Platelet DG rel: 8; HSF1 inhib: -6; DYRK1A inh: 3; IEC-6 cytotox: 6; HSF-1 act: 5; GSK3beta inhib: -1; GSK3 alpha inh: -2; HSP90 refold inh: 5; KLF5 inhibitor: -7

What do the screens show for `CCOC(=O)c1ccccc1NC(=O)[C@@H]1CCCN1C(=O)OC(C)(C)C`?
aSyn 5UTR inh: 4; Platelet DG rel: 4; HSF1 inhib: 2; DYRK1A inh: 3; IEC-6 cytotox: -10; HSF-1 act: 1; GSK3beta inhib: 4; GSK3 alpha inh: -1; HSP90 refold inh: -2; KLF5 inhibitor: -38

How did O=[N+]([O-])c1cc(-c2nnc(Nc3ccccc3)c3ccccc23)ccc1N1CCOCC1 do in these assays?
aSyn 5UTR inh: 5; Platelet DG rel: 7; HSF1 inhib: -7; DYRK1A inh: -1; IEC-6 cytotox: 1; HSF-1 act: -10; GSK3beta inhib: 3; GSK3 alpha inh: 6; HSP90 refold inh: -2; KLF5 inhibitor: -29

What do the screens show for `CCc1cc2c(=O)n(Cc3ccco3)c(SCC(=O)N(C)C3CCS(=O)(=O)C3)nc2s1` (stereo not drawn)?
aSyn 5UTR inh: -14; Platelet DG rel: -18; HSF1 inhib: 12; IEC-6 cytotox: -1; HSF-1 act: 15; GSK3beta inhib: -2; GSK3 alpha inh: -8; HSP90 refold inh: 0; KLF5 inhibitor: -6

What do the screens show for `C/C(=N\NC(=O)c1ccco1)c1ccc(NC(=O)c2cccs2)cc1`?
aSyn 5UTR inh: -106; Platelet DG rel: -10; HSF1 inhib: 5; DYRK1A inh: 2; IEC-6 cytotox: 9; HSF-1 act: 32; GSK3beta inhib: 2; GSK3 alpha inh: -5; HSP90 refold inh: -2; KLF5 inhibitor: -117

How did CCOC(=O)N1CCN(C(=O)CCS(=O)(=O)c2ccc(Br)s2)CC1 do in these assays?
aSyn 5UTR inh: 1; Platelet DG rel: 2; HSF1 inhib: -6; DYRK1A inh: 14; IEC-6 cytotox: -2; HSF-1 act: 24; GSK3beta inhib: -1; GSK3 alpha inh: -1; HSP90 refold inh: 2; KLF5 inhibitor: -13

How did Cc1ccc(S(=O)(=O)Oc2ccc3c(c2)O/C(=C\c2cccnc2)C3=O)cc1 do in these assays?
aSyn 5UTR inh: -29; Platelet DG rel: 7; HSF1 inhib: -2; DYRK1A inh: 6; IEC-6 cytotox: 3; HSF-1 act: 1; GSK3beta inhib: 0; GSK3 alpha inh: -2; HSP90 refold inh: -2; KLF5 inhibitor: -31

Results for COCCNC(=S)N1CCC(c2nc(-c3ccc(N(C)C)cc3)no2)CC1 ?
aSyn 5UTR inh: -34; Platelet DG rel: -2; HSF1 inhib: 1; DYRK1A inh: 1; IEC-6 cytotox: 7; HSF-1 act: 6; GSK3beta inhib: 3; GSK3 alpha inh: 1; HSP90 refold inh: -1; KLF5 inhibitor: -13

What do the screens show for `COc1ccccc1CC(=O)Nc1ccc(OC)c(OC)c1`?
aSyn 5UTR inh: 5; Platelet DG rel: -10; HSF1 inhib: -3; DYRK1A inh: 2; IEC-6 cytotox: 3; HSF-1 act: 6; GSK3beta inhib: -6; GSK3 alpha inh: -2; HSP90 refold inh: 0; KLF5 inhibitor: -10

Next part (three carried over from the part before).
How did Cc1ccc(S(=O)(=O)Oc2ccc3c(c2)O/C(=C\c2cccnc2)C3=O)cc1 do in these assays?
aSyn 5UTR inh: -29; Platelet DG rel: 7; HSF1 inhib: -2; DYRK1A inh: 6; IEC-6 cytotox: 3; HSF-1 act: 1; GSK3beta inhib: 0; GSK3 alpha inh: -2; HSP90 refold inh: -2; KLF5 inhibitor: -31

Results for COCCNC(=S)N1CCC(c2nc(-c3ccc(N(C)C)cc3)no2)CC1 ?
aSyn 5UTR inh: -34; Platelet DG rel: -2; HSF1 inhib: 1; DYRK1A inh: 1; IEC-6 cytotox: 7; HSF-1 act: 6; GSK3beta inhib: 3; GSK3 alpha inh: 1; HSP90 refold inh: -1; KLF5 inhibitor: -13

What do the screens show for `COc1ccccc1CC(=O)Nc1ccc(OC)c(OC)c1`?
aSyn 5UTR inh: 5; Platelet DG rel: -10; HSF1 inhib: -3; DYRK1A inh: 2; IEC-6 cytotox: 3; HSF-1 act: 6; GSK3beta inhib: -6; GSK3 alpha inh: -2; HSP90 refold inh: 0; KLF5 inhibitor: -10

What do the screens show for `OC(COCC(F)(F)C(F)(F)C(F)(F)C(F)F)Cn1c2ccc(Cl)cc2c2cc(Cl)ccc21` (stereo not drawn)?
aSyn 5UTR inh: -32; Platelet DG rel: 4; HSF1 inhib: 5; DYRK1A inh: 2; IEC-6 cytotox: 9; HSF-1 act: 3; GSK3beta inhib: -1; GSK3 alpha inh: -4; HSP90 refold inh: 2; KLF5 inhibitor: -20

How did CCn1c(CCNS(=O)(=O)c2ccccc2Br)nnc1SC do in these assays?
aSyn 5UTR inh: -12; Platelet DG rel: 1; HSF1 inhib: -9; DYRK1A inh: 2; IEC-6 cytotox: 3; HSF-1 act: 9; GSK3beta inhib: -1; GSK3 alpha inh: -1; HSP90 refold inh: 0; KLF5 inhibitor: -25

What do the screens show for `Cn1c(C(=O)N2CCCC(C(=O)NCCN3CCOCC3)C2)cc2sccc21` (stereo not drawn)?
aSyn 5UTR inh: 6; Platelet DG rel: 6; HSF1 inhib: 0; DYRK1A inh: -6; IEC-6 cytotox: 0; HSF-1 act: -23; GSK3beta inhib: 0; GSK3 alpha inh: -2; HSP90 refold inh: 0; KLF5 inhibitor: 11

How did O=C1C(Cl)=C(Nc2ccc3cn[nH]c3c2)C(=O)c2ccccc21 do in these assays?
aSyn 5UTR inh: 100*; Platelet DG rel: 15; HSF1 inhib: -90*; DYRK1A inh: 5; IEC-6 cytotox: 101*; HSF-1 act: -89; GSK3beta inhib: -1; GSK3 alpha inh: 1; HSP90 refold inh: 7; KLF5 inhibitor: -28

How did COC(=O)C1=C2SC(C)C(=O)N2C(N)=C(C#N)C1c1cc(OC)c(OC)c(OC)c1 (stereo not drawn) do in these assays?
aSyn 5UTR inh: 8; Platelet DG rel: -2; HSF1 inhib: -1; DYRK1A inh: -3; IEC-6 cytotox: 3; HSF-1 act: -5; GSK3beta inhib: 2; GSK3 alpha inh: -1; HSP90 refold inh: 1; KLF5 inhibitor: -17

What do the screens show for `CCOC(=O)Cc1csc(NC(=O)c2cc(OC)cc(OC)c2)n1`?
aSyn 5UTR inh: 2; HSF1 inhib: -3; DYRK1A inh: -5; IEC-6 cytotox: -4; HSF-1 act: -2; GSK3beta inhib: 1; GSK3 alpha inh: 3; HSP90 refold inh: -2; KLF5 inhibitor: -17

What do the screens show for `CC1CC(C)CN(CC(=O)N2c3ccccc3CCc3ccccc32)C1` (stereo not drawn)?
aSyn 5UTR inh: 1; Platelet DG rel: -3; HSF1 inhib: -5; DYRK1A inh: -12; IEC-6 cytotox: -5; HSF-1 act: 5; GSK3beta inhib: 1; GSK3 alpha inh: 0; HSP90 refold inh: -3; KLF5 inhibitor: 2

How did CN1C(CC(=O)Nc2ccc(Br)cc2)c2ccccc2CC1(C)C (stereo not drawn) do in these assays?
aSyn 5UTR inh: -21; Platelet DG rel: 12; HSF1 inhib: 14; DYRK1A inh: 8; IEC-6 cytotox: 7; HSF-1 act: 12; GSK3beta inhib: -4; GSK3 alpha inh: 0; HSP90 refold inh: -2; KLF5 inhibitor: -8

High-throughput results as filed in PubChem BioAssay.

These rows are one share of the data (hit frequency here may not be typical).
